Keap1-Nrf2 PPI: disrupts human Keap1 binding to Nrf2 peptide | Q14145 | Keap1 Kelch-Nrf2 peptide fluorescence polarization, 1536-well | inhibition, % at 9.4 µM | actives 0.15% (n = 340,000) | AID 504523; in the data active means inhibition above about 12%;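 further: human Keap1 Kelch domain with fluorescein labeled Nrf2 9mer peptide probe; 0% = neutral control wells and 100% = peptide positive control; higher means more block of Keap1 binding to Nrf2 peptide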
Target sequence (Q14145 whole entry, looked up, the tested form may be a part): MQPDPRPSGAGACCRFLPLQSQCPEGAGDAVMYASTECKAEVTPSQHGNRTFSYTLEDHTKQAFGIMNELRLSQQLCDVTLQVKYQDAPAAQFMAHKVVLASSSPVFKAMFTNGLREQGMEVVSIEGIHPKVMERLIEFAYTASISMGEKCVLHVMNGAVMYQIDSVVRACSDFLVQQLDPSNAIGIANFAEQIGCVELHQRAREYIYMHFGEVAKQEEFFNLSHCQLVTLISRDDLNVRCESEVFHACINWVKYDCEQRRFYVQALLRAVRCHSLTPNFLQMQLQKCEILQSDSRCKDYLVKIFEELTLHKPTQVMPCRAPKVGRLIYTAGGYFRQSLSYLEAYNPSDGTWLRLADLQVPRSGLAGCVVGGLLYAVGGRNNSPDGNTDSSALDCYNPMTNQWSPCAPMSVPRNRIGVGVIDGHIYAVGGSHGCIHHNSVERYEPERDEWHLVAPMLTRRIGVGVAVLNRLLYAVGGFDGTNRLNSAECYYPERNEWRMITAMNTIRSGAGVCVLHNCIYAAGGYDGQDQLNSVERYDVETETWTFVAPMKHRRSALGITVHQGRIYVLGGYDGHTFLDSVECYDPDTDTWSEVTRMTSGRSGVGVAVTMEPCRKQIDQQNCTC
HTR5A ag ctr: activates human HTR5A in OPRM1-OPRD1 agonist counter-screen; P47898; HTR5A agonist assay, luminescence, cell-based; activation, % at 9.3 µM; actives 0.61% (n = 340,000); AID 504692; in the data active means activation mostly above about 9.5%, no sharp cut-off; inactive means mostly below about 7.6%;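 further: 0% = cells with vehicle only and 100% = reference agonist; strong numbers were not always called active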
Target sequence (P47898 whole entry, looked up): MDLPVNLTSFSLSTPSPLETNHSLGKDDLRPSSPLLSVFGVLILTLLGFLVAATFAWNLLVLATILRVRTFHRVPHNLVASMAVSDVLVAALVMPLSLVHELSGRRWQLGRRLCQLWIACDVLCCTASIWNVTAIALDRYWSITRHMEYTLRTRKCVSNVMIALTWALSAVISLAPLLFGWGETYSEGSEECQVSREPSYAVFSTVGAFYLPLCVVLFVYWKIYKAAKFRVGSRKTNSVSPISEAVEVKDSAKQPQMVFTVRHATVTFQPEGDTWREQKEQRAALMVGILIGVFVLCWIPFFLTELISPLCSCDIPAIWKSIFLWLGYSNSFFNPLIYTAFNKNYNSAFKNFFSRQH
RTF Ca sens act: cardiac RTF calcium sensitization; P19429+P45379; IANBD-labeled TnC RTF fluorescence at EC20 calcium; 0% EC20 calcium, 100% full calcium; activation, % at 7.2 µM; actives 0.24% (n = 340,000); AID 493008;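 active means activation above the mean over all tested compounds plus 3 SD, cut at about 30% in these data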;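 further: rise in fluorescence read as greater calcium sensitivity of cardiac thin filaments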
HTR5A inv ag: HTR5A inverse agonism, opioid heterodimer counter-screen. P47898. HTR5A cell line, luminescence. inhibition, % at 9.3 µM. actives 0.083% (n = 340,000). AID 504634; in the data active means inhibition mostly above about 23%, no sharp cut-off; inactive means mostly below about 18%;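 further: 0% = cells with DMSO and 100% = no-cell wells with DMSO; some compounds called inactive have numbers as strong as hits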
LANA DNA inh: blocks KSHV LANA C-terminal domain binding to DNA; MBP-C-LANA/FAM-LBS DNA binding, fluorescence polarization; inhibition, % at 9 µM; actives 0.078% (n = 340,000);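 active means highest replicate inhibition at or above 60% at 9 µM, even if other replicates fall short; inactive means all replicates below 60% inhibition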;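 further: 0% = neutral control wells and 100% = 4 µM acridine orange control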
OPRM1-OPRD1 ag: agonists of human mu-delta opioid receptor heterodimerization | P35372+P41143 | cells, OPRM1-OPRD1 heterodimerization, luminescence | activation, % at 9.3 µM | actives 0.3% (n = 340,000) | AID 504326; in the data active means activation above about 18%;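 further: 0% = vehicle-treated cells and 100% = reference agonist; values of inactives mirror those of a sister screen read the other way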
RTF Ca sens inh: cardiac RTF calcium desensitization | P19429+P45379 | AID 493244 | inhibition, % at 7.15 µM | IANBD-labeled cardiac RTF, Ca2+ fluorescence | actives 0.12% (n = 340,000);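 active means inhibition above the mean inhibition of all tested compounds plus 3 SD, cut at about 17% in these data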;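 further: assay run at fixed EC70 calcium of 1.6 mM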
V-ATPase pH: regulators of yeast V-ATPase proton transport. S. cerevisiae, pHLuorin cytosolic pH fluorescence. response, % at 10 µM. actives 0.37% (n = 350,000). AID 504577; in the data active means response mostly above about 7.3%, no sharp cut-off; inactive means mostly below about 5.4%; further: actives read high; inactives centre near 0; some compounds called inactive have numbers as strong as hits; reference of the scale not given here
CAL-PDZ inh HTS: blocks peptide binding to the human CAL PDZ domain. purified CAL PDZ, TMR-peptide fluorescence polarization, 1 h. actives 0.92% (n = 300,000). Q9HD26. AID 602252. inhibition, % at 24.9 µM;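 active means mean inhibition of at least 30% with at least half of replicates also reaching 30%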;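 further: 0% = DMSO neutral control and 100% = excess unlabeled competitor peptide PRC23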
MOR-DOR inv ag: inverse agonists of human mu-delta opioid receptor heterodimerization; AID 504357; cell-based MOR-DOR heterodimer luminescence, inverse agonism; inhibition, % at 9.3 µM; actives 0.21% (n = 340,000); in the data active means inhibition above about 22%, passing the limit was not always enough;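 further: 0% = cells with DMSO and 100% = wells without cells with DMSO; values of inactives mirror those of a sister screen read the other way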
An asterisk follows results filed as active.

`COc1ccc(CCN2C(=O)CSC2=Nc2ccc(C)cc2C)cc1OC` gave Keap1-Nrf2 PPI -2, HTR5A ag ctr 6, RTF Ca sens act -3, HTR5A inv ag -11, LANA DNA inh -0.2, OPRM1-OPRD1 ag -0.6, RTF Ca sens inh 0, V-ATPase pH 6, CAL-PDZ inh HTS -2 and MOR-DOR inv ag 3.
Screening CCN(CC)S(=O)(=O)c1ccc(N(C)Cc2cccnc2)nc1 returned Keap1-Nrf2 PPI 3, HTR5A ag ctr 1, RTF Ca sens act -1, HTR5A inv ag -3, LANA DNA inh -0.9, OPRM1-OPRD1 ag -3.2, RTF Ca sens inh -4, V-ATPase pH -2, CAL-PDZ inh HTS -22 and MOR-DOR inv ag 13.
Screening CC(=O)Nc1ccc(Oc2nc(-c3ccccn3)nc3ccccc23)cc1 returned Keap1-Nrf2 PPI -2, HTR5A ag ctr -3, RTF Ca sens act 5, HTR5A inv ag 11, LANA DNA inh 0.0, OPRM1-OPRD1 ag -2.2, RTF Ca sens inh -4, V-ATPase pH 1, CAL-PDZ inh HTS -2 and MOR-DOR inv ag 12.
COc1ccc(NC(=O)CN(C)C(=O)c2csc3c2CCCC3)cc1 was read as Keap1-Nrf2 PPI -2, HTR5A ag ctr -1, RTF Ca sens act 11, HTR5A inv ag 2, LANA DNA inh 3.1, OPRM1-OPRD1 ag 0.3, RTF Ca sens inh -3, V-ATPase pH 1, CAL-PDZ inh HTS -5 and MOR-DOR inv ag -2.
COCCCNC(=O)C1CCCN(S(C)(=O)=O)C1 (stereo unspecified) was read as Keap1-Nrf2 PPI 6, HTR5A ag ctr 1, RTF Ca sens act -1, HTR5A inv ag -14, LANA DNA inh -0.7, OPRM1-OPRD1 ag -0.1, RTF Ca sens inh 7, V-ATPase pH 4, CAL-PDZ inh HTS 15 and MOR-DOR inv ag 0.
For CS(=O)(=O)NCCOc1ccc(S(=O)(=O)NCCOc2ccccc2)cc1 the results were Keap1-Nrf2 PPI -3, HTR5A ag ctr 2, RTF Ca sens act 3, HTR5A inv ag -5, LANA DNA inh -2.2, OPRM1-OPRD1 ag -0.6, RTF Ca sens inh -4, V-ATPase pH 1, CAL-PDZ inh HTS -5 and MOR-DOR inv ag 3.
CC1CCCCC1NC(=O)CO/N=C/c1ccccc1OC(F)F (stereo unspecified) was read as Keap1-Nrf2 PPI -4, HTR5A ag ctr -1, RTF Ca sens act 2, HTR5A inv ag 3, LANA DNA inh -0.2, OPRM1-OPRD1 ag -0.2, RTF Ca sens inh -10, V-ATPase pH -4, CAL-PDZ inh HTS -2 and MOR-DOR inv ag 1.
`O=C(O)c1cccc(-n2cc(-c3cccc(C(F)(F)F)c3)cn2)c1` gave Keap1-Nrf2 PPI -1, HTR5A ag ctr 6, RTF Ca sens act -2, HTR5A inv ag -23, LANA DNA inh 1.1, OPRM1-OPRD1 ag -2.9, RTF Ca sens inh 7, V-ATPase pH -1, CAL-PDZ inh HTS -8 and MOR-DOR inv ag 17.
`CCC(=O)c1ccc(OCC(=O)OCC(=O)N2CCc3ccccc3C2)cc1` gave Keap1-Nrf2 PPI -1, HTR5A ag ctr 0, RTF Ca sens act -1, HTR5A inv ag -1, LANA DNA inh -1.4, OPRM1-OPRD1 ag -3.5, RTF Ca sens inh 2, V-ATPase pH 0, CAL-PDZ inh HTS -2 and MOR-DOR inv ag 14.
Screening COc1ccccc1NC(=O)COC(=O)CCC1CCCC1 returned Keap1-Nrf2 PPI -4, HTR5A ag ctr 1, RTF Ca sens act -12, HTR5A inv ag -2, LANA DNA inh 1.6, OPRM1-OPRD1 ag 0.1, RTF Ca sens inh 7, V-ATPase pH -4 and MOR-DOR inv ag -1.
For CCOC(=O)C(Cc1c[nH]c2ccccc12)NC(=O)c1ccccc1Br (stereo unspecified) the results were Keap1-Nrf2 PPI -5, HTR5A ag ctr -2, RTF Ca sens act 3, HTR5A inv ag 7, LANA DNA inh 0.2, OPRM1-OPRD1 ag -0.8, RTF Ca sens inh 2, V-ATPase pH -3, CAL-PDZ inh HTS -2 and MOR-DOR inv ag 4.
`CCCC(C(=O)NC(C)(C)C)N(CCN1CCOCC1)C(=O)CNS(=O)(=O)c1ccccc1` (stereo unspecified) gave Keap1-Nrf2 PPI -3, HTR5A ag ctr 2, RTF Ca sens act -4, HTR5A inv ag 2, LANA DNA inh 0.4, OPRM1-OPRD1 ag 0.7, RTF Ca sens inh -33, V-ATPase pH 6, CAL-PDZ inh HTS -4 and MOR-DOR inv ag -6.
COc1cccc(-c2ccc(C#N)c(SCC(=O)NCc3ccco3)n2)c1 was read as Keap1-Nrf2 PPI -2, HTR5A ag ctr 1, RTF Ca sens act 1, HTR5A inv ag 14, LANA DNA inh -0.8, OPRM1-OPRD1 ag -0.2, RTF Ca sens inh 8, V-ATPase pH 4 and MOR-DOR inv ag 1.
O=C(CN1CCOCC1)Nc1ncc(Br)cc1Br was read as Keap1-Nrf2 PPI 1, HTR5A ag ctr 4, RTF Ca sens act -4, HTR5A inv ag -34, LANA DNA inh 5.5, OPRM1-OPRD1 ag -3.6, RTF Ca sens inh -5, V-ATPase pH -2, CAL-PDZ inh HTS -4 and MOR-DOR inv ag 17.
COc1cccc(NC(=S)N2CCN(S(=O)(=O)c3ccc(F)cc3)CC2)c1 was read as Keap1-Nrf2 PPI 0, HTR5A ag ctr -1, RTF Ca sens act 11, HTR5A inv ag 11, LANA DNA inh 1.9, OPRM1-OPRD1 ag -1.7, RTF Ca sens inh -6, V-ATPase pH 3, CAL-PDZ inh HTS 0 and MOR-DOR inv ag 5.
Cn1c(Cn2nnc3ccccc32)nnc1SCC(=O)NCc1ccc2c(c1)OCO2 was read as Keap1-Nrf2 PPI -5, HTR5A ag ctr 3, RTF Ca sens act -6, HTR5A inv ag 9, LANA DNA inh -1.5, OPRM1-OPRD1 ag 0.7, RTF Ca sens inh -3, V-ATPase pH -3, CAL-PDZ inh HTS -5 and MOR-DOR inv ag -4.
O=C1NC(=S)SC1=Cc1ccc(F)cc1 was read as Keap1-Nrf2 PPI -1, HTR5A ag ctr -3, RTF Ca sens act -4, HTR5A inv ag 10, LANA DNA inh -1.3, OPRM1-OPRD1 ag -2.2, RTF Ca sens inh -2, V-ATPase pH -2 and MOR-DOR inv ag 11.
`COc1ccc(-c2noc3c2-c2nc(-c4cccc(C)c4)sc2CC3)cc1` gave Keap1-Nrf2 PPI -4, HTR5A ag ctr 1, RTF Ca sens act 4, HTR5A inv ag -10, LANA DNA inh 0.9, OPRM1-OPRD1 ag -2.8, RTF Ca sens inh -7, V-ATPase pH -3, CAL-PDZ inh HTS -3 and MOR-DOR inv ag 15.
Cc1ccc(C)c(S(=O)(=O)N2CCN(C(=O)CN3C(=O)C4CC=CCC4C3=O)CC2)c1 (stereo unspecified) was read as Keap1-Nrf2 PPI -4, HTR5A ag ctr 4, RTF Ca sens act -3, HTR5A inv ag -10, LANA DNA inh 1.0, OPRM1-OPRD1 ag -1.1, RTF Ca sens inh -8, V-ATPase pH 4, CAL-PDZ inh HTS -4 and MOR-DOR inv ag 7.
CCn1cc(CN2CCN(CCc3ccccc3)C(CCO)C2)c(C)n1 (stereo unspecified) was read as Keap1-Nrf2 PPI -7, HTR5A ag ctr -1, RTF Ca sens act 6, HTR5A inv ag 3, LANA DNA inh -0.3, OPRM1-OPRD1 ag 4.2, RTF Ca sens inh -18, V-ATPase pH -6, CAL-PDZ inh HTS -1 and MOR-DOR inv ag -30.
CCCC[n+]1ccn(C2=C([O-])c3ccccc3C(=O)/C2=N\S(=O)(=O)c2ccc(Br)cc2)c1 was read as Keap1-Nrf2 PPI -1, HTR5A ag ctr 5, RTF Ca sens act -7, HTR5A inv ag -13, LANA DNA inh 1.9, OPRM1-OPRD1 ag 12, RTF Ca sens inh 2, V-ATPase pH 0, CAL-PDZ inh HTS 2 and MOR-DOR inv ag -70.
COc1ccc(CNC(=O)C(C)Sc2nc3ccccc3c(=O)n2CC2CCCO2)cc1 (stereo unspecified) was read as Keap1-Nrf2 PPI -2, HTR5A ag ctr 4, RTF Ca sens act 4, HTR5A inv ag 9, LANA DNA inh 2.8, OPRM1-OPRD1 ag -0.1, RTF Ca sens inh -5, V-ATPase pH -2, CAL-PDZ inh HTS -4 and MOR-DOR inv ag 1.
O=C(c1ccccc1-c1nc(-c2ccccc2Cl)no1)N1CCOCC1 was read as Keap1-Nrf2 PPI -6, HTR5A ag ctr 2, RTF Ca sens act 0, HTR5A inv ag 9, LANA DNA inh -2.3, OPRM1-OPRD1 ag -3.1, RTF Ca sens inh -2, V-ATPase pH 0, CAL-PDZ inh HTS -2 and MOR-DOR inv ag 16.
For Cc1cc(Nc2ccc(F)cc2Cl)n2nc(C)nc2n1 the results were Keap1-Nrf2 PPI -3, HTR5A ag ctr -5, RTF Ca sens act 5, HTR5A inv ag 14, LANA DNA inh 0.4, OPRM1-OPRD1 ag -2.4, RTF Ca sens inh -4, V-ATPase pH 0, CAL-PDZ inh HTS -1 and MOR-DOR inv ag 12.
Screening Cc1ccc2nc(SCC(=O)NC3CCS(=O)(=O)C3)[nH]c2c1 (stereo unspecified) returned Keap1-Nrf2 PPI 6, HTR5A ag ctr 9, RTF Ca sens act -2, HTR5A inv ag -24, LANA DNA inh -2.2, OPRM1-OPRD1 ag 0.3, RTF Ca sens inh 0, V-ATPase pH -2, CAL-PDZ inh HTS -3 and MOR-DOR inv ag -1.
`COC(=O)C1=NN(N=O)C2(CC(=O)N(c3cc(C)cc(C)c3)C2=O)C1` (stereo unspecified) gave Keap1-Nrf2 PPI 3, HTR5A ag ctr 1, RTF Ca sens act 1, HTR5A inv ag 4, LANA DNA inh 0.9, OPRM1-OPRD1 ag -1.3, RTF Ca sens inh -6, V-ATPase pH 2, CAL-PDZ inh HTS -1 and MOR-DOR inv ag 6.
Screening CC(C)(C)c1ccc2c(c1)N(CC(=O)N1CCOCC1)C(=O)CO2 returned Keap1-Nrf2 PPI 1, HTR5A ag ctr -2, RTF Ca sens act 4, HTR5A inv ag 4, LANA DNA inh -0.4, OPRM1-OPRD1 ag -1.8, RTF Ca sens inh -7, V-ATPase pH -1, CAL-PDZ inh HTS -3 and MOR-DOR inv ag 9.
Screening CCOCCCNC(=O)/C(C#N)=C/c1cc(Br)c(O)c(Br)c1 returned Keap1-Nrf2 PPI -7, HTR5A ag ctr 5, RTF Ca sens act 2, HTR5A inv ag -2, LANA DNA inh 5.2, OPRM1-OPRD1 ag -4.6, RTF Ca sens inh -15, V-ATPase pH -1, CAL-PDZ inh HTS 4 and MOR-DOR inv ag 24.
Screening O=C(O)CCCC(=O)N1N=C(c2ccco2)CC1c1ccco1 (stereo unspecified) returned Keap1-Nrf2 PPI -2, HTR5A ag ctr 0, RTF Ca sens act 0, HTR5A inv ag 0, LANA DNA inh 1.5, OPRM1-OPRD1 ag -2.6, RTF Ca sens inh 4, V-ATPase pH -2, CAL-PDZ inh HTS -4 and MOR-DOR inv ag 13.

Screening data (PubChem)

Compounds as they come; any-hit rate near 2.8%.
